Assay outcomes from PubChem.
Tau fibril ThT = qHTS for Inhibitors of Tau Fibril Formation, Thioflavin T Binding; recombinant tau K18 P301L, heparin-induced fibrillization, ThT fluorescence; Potency, µM (series often up to 57.4 µM), inactives show at the top dose activity, negative = inhibition, hits mostly inhibitors; 270,000 tested, 2.1% active; note: % is set by controls: 0 for no effect and ±100 for the full control effect; nearly all actives have a fitted effect of over 55% in size
Target sequence (P10636 561-689 P618L limits assumed): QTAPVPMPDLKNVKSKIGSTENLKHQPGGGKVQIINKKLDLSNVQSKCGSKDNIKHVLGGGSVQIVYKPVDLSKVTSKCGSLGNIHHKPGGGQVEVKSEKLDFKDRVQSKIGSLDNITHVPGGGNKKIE
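Tau K18 P301L fragment (15 uM unlabeled plus 0.24 uM Alexa 594-labeled) in 100 mM sodium acetate pH 7 with compound, fibrillization induced by 20 uM heparin for 6 hr at 37 C. Thioflavin T (30 uM) added, fluorescence read after 1 hr (ex 450, em 510 nm).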
GAA inhib = qHTS Assay for Inhibitors of Human alpha-Glucosidase as a Potential Chaperone Treatment of Pompe Disease | Lysosomal alpha-glucosidase (Homo sapiens), P10253 | purified human GAA, 4-MU-alpha-glucoside fluorescence | Potency, µM (titrated, usually from 76.9 µM), inactives show at the top dose activity change, negative = inhibition, most hits filed as inhibitors | 200,000 tested, 0.005% active;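 note: plate controls were uninhibited enzyme wells for no effect and no-enzyme background for full effect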
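Human enzyme at 4 nM with 400 uM 4-methylumbelliferyl-alpha-D-pyranoside, citrate/phosphate buffer pH 5.0, 0.005% Tween-20, 20 min at room temperature. Compounds up to 77 uM. 4-MU fluorescence (Ex 365/Em 440) read after NaOH/glycine stop; AC50 from Hill fit.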
HTT ATP protect = qHTS Multiplex Assay to Identify Dual Action Probes in a Cell Model of Huntington: Cytoprotection (ATP); PC12 HTT-Q103 induced, cytoprotection, ATP luminescence, 40 h; Potency, µM (titrated, usually from 56.4 µM), for the others: cytoprotection (ATP increase), usual class: activators; 230,000 tested, 0.14% active;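 note: % of control where 0% means no effect; nearly all actives have a fitted effect of over 45% in size; toxic huntingtin expression switched on by the ecdysone agonist tebufenozide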
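Compounds were screened for protection of PC12 cells against cell death after tebufenozide induction (100 nM final) of mutant Huntingtin exon 1 (Q103) fused to GFP.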
aGal spleen mod = qHTS Assay for Inhibitors and Activators of Human alpha-Galactosidase From Spleen Homogenate; Alpha-galactosidase A (Homo sapiens), P06280; human spleen homogenate, 4MU-alpha-Gal fluorescence, 40 min; Potency, µM (titrated, usually from 80 µM), for inactives: at the top dose activity change, negative = inhibition, actives largely listed as inhibitors; 240,000 tested, 0.008% active;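 note: 0% = enzyme with vehicle and -100% = no enzyme basal signal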
Target sequence (P06280 32-429 limits assumed): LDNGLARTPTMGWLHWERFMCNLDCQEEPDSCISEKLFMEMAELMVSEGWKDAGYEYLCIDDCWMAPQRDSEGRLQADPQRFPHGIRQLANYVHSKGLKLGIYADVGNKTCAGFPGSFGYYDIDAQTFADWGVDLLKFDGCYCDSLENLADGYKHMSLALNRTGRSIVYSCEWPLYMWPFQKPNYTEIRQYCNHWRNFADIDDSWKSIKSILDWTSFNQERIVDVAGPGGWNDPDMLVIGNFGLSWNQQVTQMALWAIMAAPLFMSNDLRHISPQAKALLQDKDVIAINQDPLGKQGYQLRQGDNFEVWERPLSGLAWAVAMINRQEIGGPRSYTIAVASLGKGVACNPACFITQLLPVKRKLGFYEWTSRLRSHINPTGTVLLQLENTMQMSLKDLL
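Human spleen homogenate (1 ug) as enzyme source, 4-methylumbelliferyl-alpha-D-galactopyranoside 1 mM final, citrate/phosphate pH 5.0 with 0.01% Tween-20. Compounds 40 min at 37C, NaOH/glycine stop; fluorescence Ex 365/Em 440, Hill-fit AC50.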
GAA spleen mod = qHTS Assay for Inhibitors and Activators of Human alpha-Glucosidase From Spleen Homogenate; Lysosomal alpha-glucosidase (Homo sapiens), P10253; human spleen homogenate, 4-MU-alpha-glucoside fluorescence; Potency, µM (series often up to 79.9 µM), inactives show at the top dose activity change, negative = inhibition, most hits filed as inhibitors; 240,000 tested, 0.006% active; AID 2112, 2009;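 note: 0% = enzyme with vehicle and -100% = no enzyme basal signal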
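Enzyme source: human spleen homogenate, 1 ug/well. Buffer 50 mM citric acid/K phosphate pH 5.0, 0.01% Tween-20. 4-MU-alpha-glucoside 1 mM; 37 C x 40 min; NaOH/glycine stop; fluorescence.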
Tau fluor counter = Counterscreen qHTS for Inhibitors of Tau Fibril Formation, Fluorescence Polarization; tau K18 P301L Alexa594 fluorescence, heparin fibrillization; Potency, µM (titrated, usually from 57.7 µM), inactives show top-dose activity change, negative = decrease; 280,000 tested, 0.93% active; note: % is set by controls: 0 for no effect and ±100 for the full control effect; nearly all actives have a fitted effect of over 55% in size
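Human tau K18 P301L (15 uM unlabeled, 0.24 uM Alexa 594-labeled) in 100 mM sodium acetate pH 7 with 20 uM heparin, 6 hr at 37 C. ThT 30 uM added, 1 hr ambient; Alexa 594 FP and total fluorescence read at 555/632 nm.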
GAA glycogen mod = qHTS Assay for Inhibitors and Activators of Human alpha-Glucosidase Cleavage of Glycogen; Lysosomal alpha-glucosidase (Homo sapiens), P10253; recombinant GAA, glycogen substrate, Amplex Red glucose oxidase fluorescence; Potency, µM (series often up to 76.4 µM), for the others: at the highest dose activity change, negative = inhibition, usual class: inhibitors; 300,000 tested, 0.38% active;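 note: 0% = full enzyme reaction and -100% = no-enzyme basal signal; the screen sought inhibitors and activators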
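Recombinant human enzyme (4 nM); glycogen substrate; 37 C, 40 min, pH 5.0. Readout: coupled glucose oxidase/Amplex Red fluorescence.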
Tau fibril FP = qHTS for Inhibitors of Tau Fibril Formation, Fluorescence Polarization | K18 P301L tau heparin fibrillization, Alexa594 FP, 6 h | 280,000 tested, 0.39% active | Potency, µM (highest dose often 57.7 µM), without a hit: top-dose activity, negative = inhibition, most hits filed as inhibitors | Microtubule-associated protein tau (Homo sapiens), P10636; note: % is set by controls: 0 for no effect and ±100 for the full control effect; nearly all actives have a fitted effect of over 55% in size
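Read-out: fluorescence polarization of Alexa 594-labeled tau (0.24 uM), 555 nm excitation, 632 nm emission. Mixtures held 15 uM unlabeled K18 P301L, compound and 20 uM heparin, pH 7 acetate buffer, incubated 6 hr at 37 C.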
* marks the source's active call; other numbers are inactive results; ? = inconclusive; nt = no result given; & = joins results of further samples; [ ] = remark or other dose. Calls come from the whole dose curve; as a rule, active = well fitted curve in the direction sought with a large enough effect; inconclusive = small, poorly fitted or top-dose-only effect, or another doubt; inactive = no such curve, though single readings can be large; an effect the other way counts as inactive or inconclusive. Potency is the fitted concentration of half-maximal effect.

Every second line gives: Tau fibril ThT	GAA inhib	HTT ATP protect	aGal spleen mod	GAA spleen mod	Tau fluor counter	GAA glycogen mod	Tau fibril FP
- COc1cc(Br)c(Br)c(Br)c1N
 : ?	nt	-33.1%[10 µM]	4.7%	-8.4%	?	0.7%	?
- COC(=O)c1c(C)nc2nonc2c1N
 : 1.5%	?	3.0%[10 µM]	-4.7%	-2.8%	-2.3%	-0.3%	-0.3%
- COC(=O)c1ccc(Oc2cc(C)nc(NCc3ccccc3)n2)cc1
 : 0.6%	-12.4%	-5.4%	4.1%	-11.0%	-2.9%	2.0%	4.1%
- CCOC(=O)c1ccc(NC(=O)N2CCCCC2)cc1
 : -3.2%	-0.4%	-54.5%[inhibitor]	-2.8%	-0.1%	-3.0%	1.2%	5.4%
- NC(=O)COC(=O)/C=C/c1ccc2ccccc2n1
 : -8.9%	-8.0%	?	-2.2%	0.8%	0.5%	7.2%	0.7%
- CCCCC1N2CC3([N+](=O)[O-])CN1CC([N+](=O)[O-])(C2)C3(C)C (stereo not drawn)
 : -9.6%	2.6%	13.3%[10 µM]	4.5%	6.4%	-8.9%	-0.4%	4.7%
- COc1ccc(NC(=O)c2sc3nc4c(cc3c2N)CN(Cc2ccccc2)CC4)c(OC)c1
 : ?	nt	nt	nt	nt	?	-7.5%[76.3 µM]	0.3%
- CC(=O)Nc1cccc(Oc2ncccc2[N+](=O)[O-])c1
 : nt	nt	-15.2%[10 µM]	-4.9%	4.1%	nt	3.4%	nt
- Cc1cc(=O)oc(C)c1C(=O)NCCc1ccc(F)cc1
 : -2.5%	3.7%	-8.0%	-3.7%	-5.7%	-1.2%	4.5%	2.6%
- CCCCCNC(=O)c1ccc2c(=O)n(CC3CCCO3)c(=S)[nH]c2c1 (stereo not drawn)
 : -9.9%	0.6%	-42.5%[inhibitor]	0.2%	-5.3%	-9.9%	4.1%	-13.7%
- CC(=O)Nc1cccc(/C(C)=N/NC(=O)c2cccc(S(=O)(=O)N3CCOCC3)c2)c1
 : 3.9%	?	-25.1%	4.0%	-0.5%	2.5%	-8.5%	-2.1%
- Cc1cccn2c(=O)c3cc(C(=O)NC(C)C)c(=N)n(Cc4ccncc4)c3nc12
 : 8.9%	3.9%	-10.3%[0.074 µM]	-0.9%	-7.5%	-5.1%	-12.8%	-1.2%
- CN(C)c1ccc(CNc2nc(-c3ccco3)nn2C(=O)c2cccc([N+](=O)[O-])c2)cc1
 : ?	nt	nt	nt	nt	12.6µM*[quencher]	5.9%[76.3 µM]	9.5%
- O=C(O)Cc1ccc(O)c(O)c1
 : ?	nt	-67.7%[inhibitor]	4.5%&-3.8%&1.5%	-8.0%&7.8%&3.3%	-21.4%&-16.5%&-0.5%	?	?
- CC(C)C(N)C(=O)O (stereo not drawn)
 : 4.1%	nt	-19.2%	-2.8%	-7.4%	-0.3%	nt	-3.7%
- Cn1cc([N+](=O)[O-])c(C(=O)Nc2ccc(-c3nc4ccccc4[nH]3)cc2)n1
 : ?	1.6%	nt	0.2%	-0.7%	-10.0%	11.3%	9.6%
- CCOC(=O)c1sc(NC(=O)CSc2nnc(-c3ccco3)n2CC)c(C(=O)OCC)c1C
 : ?	?	30.6%[10 µM]	-0.1%	-9.0%	-17.1%	-6.4%	0.2%
- O=C(Nc1ccc2c(c1)OCCO2)c1ccc2ccccc2n1
 : ?	1.5%	-101.9%[inhibitor]	-0.4%	nt	-22.9%	-5.2%	3.1%
- CC(CCc1ccccc1)NC(=O)COc1cc(F)ccc1[N+](=O)[O-] (stereo not drawn)
 : -5.5%	-6.6%	-16.3%	-0.6%	-2.2%	-19.6%	-1.3%	-3.0%
- Cc1cc(C)cc(NC(=O)Cn2c(=O)n(CC(=O)NCCc3ccccc3)c(=O)c3ccccc32)c1
 : ?	nt	nt	nt	nt	-18.7%	17.4%[76.3 µM]	-15.1%
- CCOc1ccc2oc(C(=O)O)c(C)c2c1
 : -7.4%	-5.8%	-1.9%[10 µM]	-2.3%	-8.6%	-5.9%	-3.7%	-10.0%
- CCCCCCCCSc1nnc(/N=C/N(C)C)s1
 : -13.9%	-5.6%	7.8%[10 µM]	5.2%	-4.9%	-2.5%	4.9%	2.4%
- CN(CC(=O)Nc1ccc2c(c1)OCCO2)S(=O)(=O)c1cccc2cccnc12
 : -5.9%	-6.5%[15.4 µM]	6.6%	2.8%	-12.3%	-3.9%	-4.2%	0.9%
- CCOC(=O)C1=C(Cn2cnc3ccccc32)NC(=O)NC1c1ccc(OC)cc1 (stereo not drawn)
 : -18.2%	-6.7%	8.4%	-1.3%	-7.4%	-16.9%	-8.7%	-3.0%
- C#CCCCCCCCCCCCC(=O)CC(O)COC(C)=O (stereo not drawn)
 : -3.0%	nt	nt	-8.5%	-14.1%	-4.2%	nt	-2.3%
- COc1cc(C=O)ccc1OCCCOc1ccc([N+](=O)[O-])cc1
 : ?	3.0%	nt	-1.0%	-0.4%	-20.9%	-8.1%	-4.9%
- O=C(Nc1ccccc1)c1nn(-c2cccc(C(F)(F)F)c2)ccc1=O
 : 3.9%	1.3%	-5.4%	0.8%	6.0%	2.9%	13.8%	-2.3%
- O=C(CSc1nc2ccc([N+](=O)[O-])cc2[nH]1)NC1CCCC1
 : -11.4%	-20.7%	-13.3%[10 µM]	-0.9%	-6.9%	-7.9%	11.0%	3.6%
- CCCCOc1ccc(OC(=O)Nc2cc(Cl)ccc2OC)cc1
 : -6.5%	nt	-11.6%[10 µM]	7.4%	-3.0%	-26.6%	?	-14.7%
- Cc1[nH]c(=S)[nH]c(=O)c1CCOc1ccccc1
 : -6.4%	1.1%	-5.0%	-6.8%	-0.4%	-3.6%	-16.0%	1.0%
- CC(O)CNCc1ccc(Cl)cc1Cl (stereo not drawn)
 : 8.5%	4.4%	-7.3%	5.2%	-8.0%	14.6%	-7.8%	14.3%
- CC(NC(N)=O)C(=O)NCC(=O)OCc1ccccc1 (stereo not drawn)
 : 3.7%	-1.0%	nt	-2.6%	-4.2%	7.9%	9.0%	3.5%
- COc1ccc2nc(NC(=O)c3nc(S(=O)(=O)Cc4ccc(C)cc4)ncc3Cl)sc2c1
 : 5.62µM*	nt	nt	nt	nt	?	11.8%[76.3 µM]	-7.2%
- Cc1ccc(S(=O)(=O)Nc2nc3ccccc3nc2NCc2ccco2)cc1
 : ?	-1.0%	-6.5%[10 µM]	-2.5%	-0.6%	-18.1%	-15.2%	?
- O=C(NCCc1ccccc1)c1cc(S(=O)(=O)N2CCOCC2)ccc1F
 : -10.4%	-1.8%	4.7%	7.3%	5.5%	-5.4%	12.9%	2.6%
- COc1ccc(-n2nnc3c(=O)n(CC(=O)OCc4ccccc4)cnc32)cc1
 : -10.4%	-3.5%	-1.0%	-8.5%	-8.6%	-21.0%	-13.3%	-12.9%
- O=C(CNc1ccccc1)N/N=C/c1ccc([N+](=O)[O-])o1
 : ?	-7.0%	-68.5%[inhibitor]	-3.8%	-10.4%	-0.7%	-14.6%	0.3%
- CCCS(=O)(=O)N1CCC(C(=O)N2CCN(C(=O)OCC)CC2)CC1
 : -8.3%	2.4%	15.1%[10 µM]	-0.8%	-5.2%	-5.5%	3.8%	2.1%
- COC(=O)c1sccc1NC(=O)/C=C/c1ccc(Cl)cc1Cl
 : -8.6%	0.4%	-20.7%[10 µM]	-18.8%	-7.9%	-2.1%	-6.7%	-2.0%
- Clc1cccc(-c2nnc(SC/C=C/c3ccccc3)n2Cc2ccco2)c1
 : ?	-3.1%	-26.5%	-0.4%	3.1%	-15.7%	-8.1%	2.8%
- O=C(NCC1CC1)Nc1cccs1
 : -0.6%	nt	-7.0%[10 µM]	1.1%	-7.4%	-2.7%	?	0.6%
- CCC(=O)Nc1ccccc1C(=O)OCc1ccc(C(=O)c2ccccc2)cc1
 : -16.1%	-8.9%	-40.6%[inhibitor]	-8.4%	1.4%	-22.7%	-3.6%	7.6%
- O=C(COC(=O)Cc1cccc(C(F)(F)F)c1)NCC1CCCO1 (stereo not drawn)
 : 12.1%	-10.7%	30.8%	1.7%	2.9%	4.0%	5.0%	7.1%
- COc1cccc(/C=C/C(=O)OCC(=O)Nc2ccc(Cl)c(S(=O)(=O)N(C)C)c2)c1
 : -0.6%	-7.7%	-25.2%	0.0%	nt	?	0.4%	?
- CCOc1ccc(/C=N/n2c(SC)nnc(C(C)(C)C)c2=O)cc1
 : -7.6%	-0.3%	0.8%	9.6%	-0.2%	-9.9%	4.8%	7.6%
- CC(=O)NCCc1nc2ccccc2n1Cc1cccc(C)c1
 : nt	nt	-1.6%[10 µM]	15.7%	2.0%	4.0%	-8.0%	?

Compounds listed so far with a CF3 group:
Every second line gives: Tau fibril ThT	GAA inhib	HTT ATP protect	aGal spleen mod	GAA spleen mod	Tau fluor counter	GAA glycogen mod	Tau fibril FP
- O=C(Nc1ccccc1)c1nn(-c2cccc(C(F)(F)F)c2)ccc1=O
 : 3.9%	1.3%	-5.4%	0.8%	6.0%	2.9%	13.8%	-2.3%
- O=C(COC(=O)Cc1cccc(C(F)(F)F)c1)NCC1CCCO1 (stereo not drawn)
 : 12.1%	-10.7%	30.8%	1.7%	2.9%	4.0%	5.0%	7.1%
